Screening data deposited in PubChem BioAssay by National Center for Advancing Translational Sciences (NCATS).
TrxR1 substrate = qHTS Assay for Substrates of Mammalian Selenoprotein Thioredoxin Reductase 1 (TrxR1): qHTS | purified TrxR1 substrate turnover, NADPH consumption readout | 390,000 tested, 0.01% active | AID 588456, 2011 | Potency, µM (series often up to 114 µM), for inactives: at the highest dose activity change, negative = substrate turnover | Thioredoxin reductase 1, cytoplasmic (Rattus norvegicus), O89049; note: potency is the fitted concentration of half-maximal effect; % is set by controls: 0 for no effect and ±100 for the full control effect; nearly all actives have a fitted effect of over 50% in size
Target sequence (O89049 whole entry, looked up): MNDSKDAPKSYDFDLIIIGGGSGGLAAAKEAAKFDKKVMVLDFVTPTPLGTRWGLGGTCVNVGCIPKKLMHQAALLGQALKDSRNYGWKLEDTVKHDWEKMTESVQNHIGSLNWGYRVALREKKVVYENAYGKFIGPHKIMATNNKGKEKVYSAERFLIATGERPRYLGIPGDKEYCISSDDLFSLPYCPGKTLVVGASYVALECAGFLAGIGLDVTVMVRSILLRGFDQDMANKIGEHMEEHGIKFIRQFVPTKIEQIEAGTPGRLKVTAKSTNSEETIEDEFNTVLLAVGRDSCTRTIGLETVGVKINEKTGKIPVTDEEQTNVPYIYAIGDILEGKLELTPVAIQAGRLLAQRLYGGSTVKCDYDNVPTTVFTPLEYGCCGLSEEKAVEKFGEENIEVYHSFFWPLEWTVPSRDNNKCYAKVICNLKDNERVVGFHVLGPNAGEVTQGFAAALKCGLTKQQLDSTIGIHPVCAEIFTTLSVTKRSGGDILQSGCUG
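Rat TrxR1, dispensed at 90 nM, was prereduced with 400 uM NADPH (final) for 5 min at ~22 deg C, then incubated with compound 15 min before 400 uM selenite. A first-read NADPH fluorescence drop versus no-compound background flagged substrates.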
Vif-APOBEC3G blk = qHTS for Inhibitors of Vif-A3G Interactions: qHTS | DNA dC->dU-editing enzyme APOBEC-3G (Homo sapiens), Q9HC16 | HeLa A3G-eYFP + Vif (tagged APOBEC3G with the HIV-1 protein that degrades it), YFP fluorescence, overnight | Potency, µM (highest dose often 46.1 µM), for inactives: top-dose activity, negative = active, hits mostly inhibitors | 410,000 tested, 0.076% active | AID 602310, 2012;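 note: potency is the fitted concentration of half-maximal effect; % is set by controls: 0 for no effect and ±100 for the full control effect; nearly all actives have a fitted effect of over 60% in size; hits raise eYFP signal because A3G escapes Vif-driven loss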
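Read-out is eYFP fluorescence (Ex 488/Em 500-530) from Vif-expressing HeLa A3G-eYFP cells; more signal means A3G escaped Vif-mediated degradation. Cells plated overnight, compound pinned in, incubated overnight at 37 deg C.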
TrxR1 inh = qHTS Assay for Inhibitors of Mammalian Selenoprotein Thioredoxin Reductase 1 (TrxR1): qHTS | recombinant rTrxR1, NADPH fluorescence consumption, selenite substrate | Potency, µM (series often up to 114 µM), inactives show at the highest dose activity change, negative = inhibition, most hits filed as inhibitors | 390,000 tested, 1% active; note: potency is the fitted concentration of half-maximal effect; % is set by controls: 0 for no effect and ±100 for the full control effect; nearly all actives have a fitted effect of over 65% in size
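Rat TrxR1 (90 nM in the dispensed reagent) was pre-reduced with 400 uM NADPH for 5 min at room temperature, then incubated with compound for 15 min. After 400 uM selenite was added, NADPH fluorescence (Ex 340/Em 450 nm) was followed for 8 min.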
LDHA block = qHTS assay for inhibitors of human lactate dehydrogenase; L-lactate dehydrogenase A chain (Homo sapiens), P00338; purified LDHA, NADH/diaphorase-resazurin fluorescence; stronger effect = lower value; activity change, % (values are at about 110 or 230 µM); 480,000 tested, 0.15% active; AID 1347041, 2019; in the data active = activity change below about -30%; inconclusive = mostly about -25% to -30%;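 note: plate controls were DMSO wells for no effect and wells without enzyme for full effect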
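Remaining NADH was detected by diaphorase (0.133 mg/mL) converting 37 µM resazurin to fluorescent resorufin, read at 0 and 20 minutes. The preceding 5-minute room-temperature reaction used 2 nM LDHA, 0.2 mM sodium pyruvate and 0.06 mM NADH at pH 7.4.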
USP1 inh = Inhibitors of USP1/UAF1: Primary Screen. 390,000 tested, 0.23% active. Potency, µM (doses to about 57.1 µM), without a hit: at the highest dose activity change, negative = inhibition, actives largely listed as inhibitors. recombinant USP1/UAF1, Ub-Rhodamine cleavage fluorescence. Ubiquitin carboxyl-terminal hydrolase 1 (Homo sapiens), O94782; note: potency is the fitted concentration of half-maximal effect; % is set by controls: 0 for no effect and ±100 for the full control effect; nearly all actives have a fitted effect of over 60% in size; inactives centre near -12
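USP1/UAF1 complex at 1 nM was preincubated with compound for 15 min at room temperature, then Ub-Rho substrate (150nM final) was added. Fluorescence (480/540 nm) was read kinetically, 6 reads every 60 seconds.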
GRP78 ERSR act = qHTS for Inducers of the Endoplasmic Reticulum Stress Response (ERSR) in Human Glioma: qHTS; 420,000 tested, 0.02% active; AID 602332, 2012; Potency, µM, for inactives: at the top dose activation, most hits filed as activators; U87-MG GRP78 promoter luciferase reporter, 16 h; note: potency is the fitted concentration of half-maximal effect; series mostly up to about 76 µM; % of control where 0% means no effect; nearly all actives have a fitted effect of over 35% in size
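Stably transfected U87-MG human glioma cells carrying a GRP78-based luminescent sensor were seeded at 1000 cells/well, pin-dosed with compounds and incubated 16 h. Luciferase reagent was then added, and end-point luminescence was read after 10 min at room temperature.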
IDH1 R132H inh = qHTS for Inhibitors of mutant isocitrate dehydrogenase 1 (IDH1): qHTS; IDH1-R132H enzyme, NADPH consumption, diaphorase/resazurin fluorescence; Potency, µM (top dose mostly 76.6 µM), for inactives: top-dose activity change, negative = inhibition, hits mostly inhibitors; 390,000 tested, 0.093% active; note: potency is the fitted concentration of half-maximal effect; % is set by controls: 0 for no effect and ±100 for the full control effect; nearly all actives have a fitted effect of over 65% in size
Target sequence (O75874 whole entry R132H, stated change not applied): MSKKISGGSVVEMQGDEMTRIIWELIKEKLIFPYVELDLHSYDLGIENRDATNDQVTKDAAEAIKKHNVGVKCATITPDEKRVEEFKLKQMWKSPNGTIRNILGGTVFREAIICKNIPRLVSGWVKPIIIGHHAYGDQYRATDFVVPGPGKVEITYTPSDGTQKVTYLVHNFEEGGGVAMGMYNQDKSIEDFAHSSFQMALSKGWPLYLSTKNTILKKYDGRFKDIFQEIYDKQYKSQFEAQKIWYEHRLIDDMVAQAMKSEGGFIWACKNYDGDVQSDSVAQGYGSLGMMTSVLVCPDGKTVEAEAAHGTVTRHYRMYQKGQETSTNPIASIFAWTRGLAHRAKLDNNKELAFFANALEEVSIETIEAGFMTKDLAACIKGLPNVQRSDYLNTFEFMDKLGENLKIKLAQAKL
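IDH1-R132H (0.5 ug/mL) preincubated 30 min with compound, then NADPH (0.016 mM) and alpha-KG (2 mM) added; 80 min at RT, pH 7.5. Remaining NADPH coupled via diaphorase/resazurin to fluorescence (540/590 nm); concentration-response curves normalized to no-enzyme control.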
Vif-A3F inh = qHTS for Inhibitors of Vif-A3F Interactions: qHTS. HeLa A3F-eYFP + Vif (tagged APOBEC3F with the HIV-1 protein that degrades it), YFP fluorescence increase. Potency, µM (doses to about 46.1 µM), for inactives: at the highest dose activity, negative = active. 390,000 tested, 0.2% active; note: potency is the fitted concentration of half-maximal effect; % of control where 0% means no effect; nearly all actives have a fitted effect of over 65% in size
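Fluorescence increase (Ex 488/Em 500-530) after overnight compound treatment at 37 deg C flags inhibition of Vif-driven A3F-eYFP loss in stable HeLa A3F-eYFP/Vif cells seeded overnight beforehand.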
RGS4 inhibitor = Inhibitors of Regulator of G Protein Signaling (RGS) 4: qHTS; Transcreener GDP fluorescence polarization, RGS4-accelerated GTP hydrolysis; Potency, µM (highest dose often 114 µM), without a hit: at the top dose activity change, negative = inhibition, actives largely listed as inhibitors; 390,000 tested, 0.039% active; AID 504845, 2011; note: potency is the fitted concentration of half-maximal effect; % is set by controls: 0 for no effect and ±100 for the full control effect; nearly all actives have a fitted effect of over 75% in size; some results filed as inactive show a strong effect at the top dose
Target sequence (P49798 whole entry, looked up): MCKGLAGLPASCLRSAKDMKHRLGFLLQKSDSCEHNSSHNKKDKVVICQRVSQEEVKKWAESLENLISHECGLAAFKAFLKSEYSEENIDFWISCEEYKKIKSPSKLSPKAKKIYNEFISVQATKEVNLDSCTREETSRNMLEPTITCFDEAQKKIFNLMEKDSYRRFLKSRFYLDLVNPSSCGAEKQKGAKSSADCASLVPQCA
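MLSMR compounds (23 nl, pin-transferred) preincubated 10 min at room temperature with a 500nM (2x) first reagent, then RGS4 at 900nM (2x) plus Transcreener GDP mix added; fluorescence polarization (620/688 nm) read before and after 90 min at 30 °C.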
* marks the source's active call; other numbers are inactive results; & = joins results of further samples; [ ] = another dose, or the depositor's remark. Unless noted, calls come from the whole dose curve; as a rule, active = well fitted curve in the direction sought with a large enough effect; inconclusive = small, poorly fitted or top-dose-only effect, or another doubt; inactive = no such curve, though single readings can be large; an effect the other way counts as inactive or inconclusive.

Screening Cc1ccc(NC(=O)Cn2c(=O)n(CC(=O)NCCc3ccccc3)c(=O)c3ccccc32)cc1C returned TrxR1 substrate -3%, Vif-APOBEC3G blk 0%, TrxR1 inh 5%, LDHA block -20, USP1 inh -8%, GRP78 ERSR act -1%, IDH1 R132H inh -22%, Vif-A3F inh -19% and RGS4 inhibitor 22%.
O=C(CSc1ncnc2sccc12)NC1CCS(=O)(=O)C1 (stereo not given) was read as TrxR1 substrate -8%, Vif-APOBEC3G blk -4%, TrxR1 inh -11%, LDHA block -2, USP1 inh 3%, GRP78 ERSR act -3%, IDH1 R132H inh 6%, Vif-A3F inh -16% and RGS4 inhibitor 6%.
CC(C)(C)C(=O)CN1CCN(S(=O)(=O)c2ccc(F)cc2)CC1 was read as TrxR1 substrate 4%[57.1 µM], Vif-APOBEC3G blk -9%, TrxR1 inh 0%[57.1 µM], LDHA block -2, USP1 inh -18%, GRP78 ERSR act -2%, IDH1 R132H inh 0%, Vif-A3F inh -9% and RGS4 inhibitor 13%.
Screening CCn1c(SCC(=O)Nc2ccc3c(c2)OCO3)nc2c1c(=O)n(C)c(=O)n2C returned TrxR1 substrate 11%[57.1 µM], Vif-APOBEC3G blk 1%, TrxR1 inh -3%[57.1 µM], LDHA block -4, USP1 inh -7%, GRP78 ERSR act -3%, IDH1 R132H inh 17%, Vif-A3F inh 5% and RGS4 inhibitor 6%.
CN[C@H](C)C(=O)NC[C@H]1O[C@@H](n2cnc3c(N)ncnc32)[C@H](O)[C@@H]1O was read as TrxR1 substrate -11%, Vif-APOBEC3G blk -1%, TrxR1 inh -8%, LDHA block -2, USP1 inh 0%, GRP78 ERSR act -2%, IDH1 R132H inh -7%, Vif-A3F inh -5% and RGS4 inhibitor 6%.
Screening CCn1c(SCC(=O)NNC(=O)c2ccc(C)cc2)nnc1-c1ccco1 returned TrxR1 substrate 2%[57.1 µM], Vif-APOBEC3G blk 1%, TrxR1 inh 6%[57.1 µM], LDHA block -4, USP1 inh -15%, GRP78 ERSR act -2%, IDH1 R132H inh 0%, Vif-A3F inh 15% and RGS4 inhibitor 21%.
For C=CCc1cccc(CNc2nc3ccccc3n2CC)c1O the results were TrxR1 substrate 2%, Vif-APOBEC3G blk -7%, TrxR1 inh 5%, LDHA block -5, USP1 inh -13%, GRP78 ERSR act -5%, IDH1 R132H inh 5%, Vif-A3F inh 3% and RGS4 inhibitor -9%.
Cc1ccc(C)c(N2CCN(C(=O)CCS(=O)(=O)c3cc4c(cc3Cl)NC(=O)CO4)CC2)c1 was read as TrxR1 substrate 3%, Vif-APOBEC3G blk 3%, TrxR1 inh 20%, LDHA block -5, USP1 inh -13%, GRP78 ERSR act -3%, IDH1 R132H inh -7%, Vif-A3F inh 6% and RGS4 inhibitor 10%.
Screening CC1CCC(NC(=O)c2ccc(CNc3c(NC4CCCCC4)c(=O)c3=O)cc2)CC1 (stereo not given) returned TrxR1 substrate -5%, Vif-APOBEC3G blk 3%, TrxR1 inh 6%, LDHA block -8, USP1 inh inconclusive, GRP78 ERSR act -4%, IDH1 R132H inh -12%, Vif-A3F inh 2% and RGS4 inhibitor 6%.
For CCN(CC)Cc1c(C(=O)OC(C)C)nnn1-c1nonc1N the results were TrxR1 substrate -8%[57.1 µM], Vif-APOBEC3G blk 2%, TrxR1 inh 12%[57.1 µM], LDHA block -3, USP1 inh -22%, GRP78 ERSR act -3%, IDH1 R132H inh 5%, Vif-A3F inh 5% and RGS4 inhibitor 15%.
Nc1c(C(=O)NCc2ccccc2)nnn1Cc1cccc(Cl)c1 was read as TrxR1 substrate 2%[57.1 µM], Vif-APOBEC3G blk -29%, TrxR1 inh 9%[57.1 µM], LDHA block -2, USP1 inh -18%, GRP78 ERSR act -6%, IDH1 R132H inh -5%, Vif-A3F inh -11% and RGS4 inhibitor -13%.
Screening COc1ccc(Cn2c(-c3ccccc3C)nc3c(c(=O)c4ccccc4n3C)c2=O)cc1 returned TrxR1 substrate 9%, Vif-APOBEC3G blk 0%, TrxR1 inh 33%, LDHA block -8, USP1 inh -20%, GRP78 ERSR act -2%, IDH1 R132H inh 2%, Vif-A3F inh inconclusive and RGS4 inhibitor 8%.
Screening NC(N)=N/N=C/c1c(Cl)cccc1Cl returned TrxR1 substrate -1%[57.1 µM], Vif-APOBEC3G blk 1%&-4%, TrxR1 inh -10%[57.1 µM], LDHA block -12&4&-16, USP1 inh -17%&6%, GRP78 ERSR act -2%&-2%&-5%&-1%, IDH1 R132H inh 4%&-2%, Vif-A3F inh 5%&-7% and RGS4 inhibitor 0%[56.9 µM].
O=C(CN1CCCC1)N1c2ccccc2Sc2ccccc21 was read as TrxR1 substrate -5%, Vif-APOBEC3G blk 2%, TrxR1 inh 2%, LDHA block -8, USP1 inh -11%, GRP78 ERSR act -4%, IDH1 R132H inh -2%, Vif-A3F inh -18% and RGS4 inhibitor 11%.
`c1ccc(COc2ncnc3c2ncn3CCCN2CCN(Cc3cccc4ccccc34)CC2)cc1` gave Vif-APOBEC3G blk -1%, LDHA block -1, USP1 inh inconclusive, GRP78 ERSR act -2%, IDH1 R132H inh 2% and Vif-A3F inh 5%.
`CC(C)c1ccc(NC(=O)N(CCc2nc3ccccc3[nH]2)C2CCCC2)cc1` gave TrxR1 substrate -6%, Vif-APOBEC3G blk 1%, TrxR1 inh 7%, LDHA block -3, USP1 inh -11%, GRP78 ERSR act -1%, IDH1 R132H inh -3%, Vif-A3F inh 2% and RGS4 inhibitor -3%.
Screening CN(C(=O)COC(=O)Cn1cnc2ccccc21)C1CCCCC1 returned TrxR1 substrate -6%, Vif-APOBEC3G blk 0%, TrxR1 inh -1%, LDHA block -1, USP1 inh -7%, GRP78 ERSR act -4%, IDH1 R132H inh 9%, Vif-A3F inh 2% and RGS4 inhibitor -20%.
`CCCC(=O)Nc1ccc(C(=O)Nc2nc(CC(=O)OCC)cs2)cc1` gave TrxR1 substrate -8%, Vif-APOBEC3G blk -5%, TrxR1 inh -10%, LDHA block -2, USP1 inh -17%, GRP78 ERSR act 1%, IDH1 R132H inh 10%, Vif-A3F inh -1% and RGS4 inhibitor 5%.
`CCC(=O)N1CCc2cc(S(=O)(=O)CCC(=O)N3CCN(c4ccccc4F)CC3)ccc21` gave TrxR1 substrate 4%[57.1 µM], Vif-APOBEC3G blk -1%&0%, TrxR1 inh 21%[57.1 µM], LDHA block -1&-5, USP1 inh -9%&-8%, GRP78 ERSR act -1%&-1%, IDH1 R132H inh 4%&21%, Vif-A3F inh -13%&-11% and RGS4 inhibitor -12%[56.9 µM].
`Cc1ccc(CSCCNC(=O)CN(c2cccc([N+](=O)[O-])c2)S(C)(=O)=O)cc1` gave TrxR1 substrate -13%, Vif-APOBEC3G blk 0%, TrxR1 inh -6%, LDHA block -2, USP1 inh -15%, GRP78 ERSR act -4%, IDH1 R132H inh -4%, Vif-A3F inh 0% and RGS4 inhibitor -8%.
`Cc1cc(C(F)(F)F)n2[nH]c(=O)c(N=Nc3ccccc3)c2n1` gave TrxR1 substrate -9%[57.1 µM], Vif-APOBEC3G blk 7%, TrxR1 inh -12%[57.1 µM], LDHA block 5, USP1 inh -13%, GRP78 ERSR act -1%, IDH1 R132H inh -6%, Vif-A3F inh 7% and RGS4 inhibitor 37%.
`CCOC(=O)N/N=C(\C)c1ccc(-n2cnnn2)cc1` gave TrxR1 substrate 6%, Vif-APOBEC3G blk -3%, TrxR1 inh 24%[57.1 µM], LDHA block -7, USP1 inh -7%, GRP78 ERSR act -1%, IDH1 R132H inh 6%, Vif-A3F inh 4% and RGS4 inhibitor -33%.
Screening CC1CN(C(=O)C2CCCN2S(=O)(=O)c2ccc(Cl)cc2)CC(C)O1 (stereo not given) returned TrxR1 substrate 7%, Vif-APOBEC3G blk 3%, TrxR1 inh 17%, LDHA block -12, USP1 inh -14%, GRP78 ERSR act -3%, IDH1 R132H inh 8%, Vif-A3F inh -9% and RGS4 inhibitor -1%.
`O=C(Nc1ccccc1C(=O)NCCc1ccc(O)cc1)c1ccco1` gave TrxR1 substrate 6%, Vif-APOBEC3G blk 1%, TrxR1 inh 18%, LDHA block 3, USP1 inh -22%, GRP78 ERSR act 3%, IDH1 R132H inh 0%, Vif-A3F inh 3% and RGS4 inhibitor -1%.
`Nc1cccc(S(=O)(=O)c2cccc(N)c2)c1` gave TrxR1 substrate 1%, Vif-APOBEC3G blk 5%, TrxR1 inh 17%, LDHA block -1, USP1 inh -14%, GRP78 ERSR act -4%, IDH1 R132H inh 2%, Vif-A3F inh -5% and RGS4 inhibitor 22%.

Some of the compounds tested; the hit share may differ from the screen's.
